Compound activity deposited in PubChem by National Center for Advancing Translational Sciences (NCATS).
HT1080-NT tox: kills 2HG-producing HT-1080-NT fibrosarcoma cells; AID 686970; Potency, µM (highest dose often 46.1 µM), for inactives: at the top dose activity, negative = less viability, actives largely listed as cytotoxic; HT-1080-NT fibrosarcoma viability, CellTiter-Glo ATP luminescence, 48 h; 360,000 tested, 1.6% active;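 further: NT is the 2HG producing partner of a matched IDH1 knockdown line; potency means the concentration at half of the fitted maximal effect; 0% = DMSO-treated cells and -100% = media-only wells without cells; nearly all actives have a fitted effect of over 55% in size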
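HT-1080-NT fibrosarcoma cells (2HG-overproducing), 750 cells/well in RPMI with 5% FBS, dosed after 2 h and incubated 48 h at 37C. CellTiter-Glo luminescence normalized to DMSO and no-cell wells; concentration-response curves fitted and classed.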
IL-1B inflam inh: inflammasome signaling inhibition, IL-1 beta readout; 360,000 tested, 4.7% active; THP-1 LPS/ATP IL-1B secretion, AlphaLISA, 16 h; stronger effect = lower value; activity change, % at 57.5 µM; in the data active means activity change below about -50%; inconclusive means mostly about -30% to -49%; further: on the % scale 0 is the no-effect control and ±100 the full control effect
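THP-1 cells pretreated 1 hr with compounds (up to 57.5 uM final), then stimulated with LPS (250 ng/mL final) plus ATP (1.25 mM final); secreted IL-1B measured by AlphaLISA after 16 hr, decreased signal indicating inhibition.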
MCF10A rereplic: inducers of DNA re-replication in MCF 10A breast cells; MCF 10A DNA re-replication, Hoechst nuclear intensity, 48 h; Potency, µM (highest dose often 46.1 µM), inactives show at the top dose activity, positive = re-replication, hits mostly activators; 350,000 tested, 2.9% active; AID 624296; further: potency means the concentration at half of the fitted maximal effect; % of control where 0% means no effect; nearly all actives have a fitted effect of over 50% in size
KB-V1 MDR tox: KB-V1 MDR subline cytotoxicity. KB-V1 MDR cells viability, CellTiter-Glo, 72 h. Potency, µM (doses to about 46.1 µM), inactives show top-dose activity change, negative = cytotoxicity, most hits filed as cytotoxic. 400,000 tested, 3.4% active. AID 1347076; further: potency means the concentration at half of the fitted maximal effect; on the % scale 0 is the no-effect control and ±100 the full control effect; nearly all actives have a fitted effect of over 60% in size
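Potencies derive from concentration-effect curves fitted to normalized luminescence (CellTiter-Glo) of KB-V1 cells treated for 72 h at 37 degrees C in phenol-red-free DMEM containing 10% FBS.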
SW480 rerep: induces DNA re-replication in SW480 colon adenocarcinoma cells; SW480 DNA re-replication, Hoechst DNA content imaging, 48 h; Potency, µM (doses to about 46.1 µM), for the others: top-dose re-replication activation, usual class: activators; 340,000 tested, 1.8% active; further: potency means the concentration at half of the fitted maximal effect; % of control where 0% means no effect; nearly all actives have a fitted effect of over 55% in size
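Image-based DNA-content assay: after two days of treatment, nuclei were labelled with the DNA dye Hoechst and imaged, and hits were compounds raising the count of nuclei showing high fluorescence intensity.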
KB-3-1 tox: kills parental KB-3-1 adenocarcinoma cells. KB-3-1 viability, CellTiter-Glo ATP luminescence, 72 h. Potency, µM (series often up to 46.1 µM), for the others: top-dose activity change, negative = cytotoxic, most hits filed as cytotoxic. 400,000 tested, 1.4% active; further: potency means the concentration at half of the fitted maximal effect; on the % scale 0 is the no-effect control and ±100 the full control effect; nearly all actives have a fitted effect of over 60% in size
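Screening of KB-3-1 cells (DMEM, 10% FBS, phenol-red free) ran from lowest to highest compound concentration; after 72 h at 37 °C viability was read luminescently and curves fitted.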
WRN inhibitor: inhibitors of human WRN helicase | Q14191 | WRN helicase unwinding, fluorescent forked duplex, kinetic | Potency, µM (titrated, usually from 114 µM), inactives show at the top dose activity change, negative = inhibition, actives largely listed as inhibitors | 360,000 tested, 0.46% active | AID 651768; further: potency means the concentration at half of the fitted maximal effect; on the % scale 0 is the no-effect control and ±100 the full control effect; nearly all actives have a fitted effect of over 55% in size
Target sequence (Q14191 whole entry, looked up): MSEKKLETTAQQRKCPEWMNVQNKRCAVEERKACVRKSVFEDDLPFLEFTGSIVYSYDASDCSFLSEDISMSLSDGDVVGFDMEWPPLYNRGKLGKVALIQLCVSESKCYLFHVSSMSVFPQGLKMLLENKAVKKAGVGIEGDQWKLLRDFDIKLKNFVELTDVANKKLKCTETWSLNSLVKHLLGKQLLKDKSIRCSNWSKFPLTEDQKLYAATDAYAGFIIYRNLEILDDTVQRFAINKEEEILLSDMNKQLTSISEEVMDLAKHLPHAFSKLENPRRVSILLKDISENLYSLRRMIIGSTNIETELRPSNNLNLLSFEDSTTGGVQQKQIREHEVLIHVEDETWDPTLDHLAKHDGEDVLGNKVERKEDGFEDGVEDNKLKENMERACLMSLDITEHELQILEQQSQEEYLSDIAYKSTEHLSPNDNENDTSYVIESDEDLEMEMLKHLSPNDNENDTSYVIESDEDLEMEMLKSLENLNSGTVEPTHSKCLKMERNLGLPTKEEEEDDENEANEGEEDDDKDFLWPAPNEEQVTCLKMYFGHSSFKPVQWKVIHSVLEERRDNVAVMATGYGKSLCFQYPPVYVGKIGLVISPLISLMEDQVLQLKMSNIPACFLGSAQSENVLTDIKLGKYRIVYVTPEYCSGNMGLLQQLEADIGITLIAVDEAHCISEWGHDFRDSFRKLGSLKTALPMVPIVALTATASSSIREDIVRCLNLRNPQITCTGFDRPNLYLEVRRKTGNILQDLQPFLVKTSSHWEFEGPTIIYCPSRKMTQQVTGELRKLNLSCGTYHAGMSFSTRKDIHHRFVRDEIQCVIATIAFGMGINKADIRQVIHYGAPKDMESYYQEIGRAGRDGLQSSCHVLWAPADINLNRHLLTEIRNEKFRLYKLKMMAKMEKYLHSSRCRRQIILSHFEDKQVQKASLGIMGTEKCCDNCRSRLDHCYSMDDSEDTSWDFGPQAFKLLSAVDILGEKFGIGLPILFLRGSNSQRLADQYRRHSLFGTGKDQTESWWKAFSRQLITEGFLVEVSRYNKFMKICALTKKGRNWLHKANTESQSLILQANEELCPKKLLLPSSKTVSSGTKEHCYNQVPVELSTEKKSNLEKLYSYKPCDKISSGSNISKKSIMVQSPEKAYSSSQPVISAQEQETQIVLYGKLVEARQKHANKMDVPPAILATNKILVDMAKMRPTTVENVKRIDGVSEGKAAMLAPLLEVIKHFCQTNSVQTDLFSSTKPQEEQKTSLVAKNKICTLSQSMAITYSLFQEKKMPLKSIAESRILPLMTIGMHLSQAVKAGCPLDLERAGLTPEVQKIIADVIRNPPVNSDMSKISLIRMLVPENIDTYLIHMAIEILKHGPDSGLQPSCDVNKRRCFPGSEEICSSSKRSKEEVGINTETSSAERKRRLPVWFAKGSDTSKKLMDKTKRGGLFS
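Fluorescence dequenching readout, ex 525 nm/em 598 nm, kinetic mode: forked duplex DNA (100 nM final) with adjacent fluorophore and quencher unwound by WRN (20 nM final) with 2 mM ATP. Compound preincubation 15 min, room temperature.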
ATXN2 expr inh: reduces ATXN2 reporter expression in HEK-293 cells; HEK-293 ATXN2-luciferase reporter, luminescence, 24 h; Potency, µM (highest dose often 57 µM), inactives show at the highest dose activity change, negative = inhibition, usual class: inhibitors; 360,000 tested, 0.72% active; AID 1745845; further: potency means the concentration at half of the fitted maximal effect; on the % scale 0 is the no-effect control and ±100 the full control effect; nearly all actives have a fitted effect of over 55% in size
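ATXN2-luciferase reporter cells (luciferase flanked by upstream and downstream ATXN2 gene portions) were treated 24 h at 37 °C with compounds at up to 57 uM. SteadyGlo luminescence gave expression; GF-AFC fluorescence gave viability.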
HT1080 IDH1KD tx: toxicity to HT-1080 IDH1 knockdown cells (counter line); Potency, µM (doses to about 46.1 µM), inactives show at the top dose activity, negative = toxicity, most hits filed as cytotoxic; HT-1080 IDH1 knockdown viability, ATP luminescence, 48 h; 360,000 tested, 2% active;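 further: potency means the concentration at half of the fitted maximal effect; 0% = DMSO wells and -100% = cell-free medium wells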
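Luminescent ATP read-out (CellTiter-Glo, 10 min at room temperature) after 48 h compound exposure at 37 °C gave viability of IDH1-knockdown HT-1080 cells. Activity was normalised to DMSO and cell-free wells, then fitted as concentration-response curves.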
Starred values were filed as active, the others as inactive; ? = inconclusive; · = no result given; & = joins results of further samples; [ ] = another dose, or the depositor's remark. Unless noted, the call rests on the fitted dose curve; in most records, active means well fitted curve in the direction sought with a large enough effect; inconclusive means small, poorly fitted or top-dose-only effect, or another doubt; inactive means no such curve, though single readings can be large; an effect the other way counts as inactive or inconclusive.

nr	structure	HT1080-NT tox	IL-1B inflam inh	MCF10A rereplic	KB-V1 MDR tox	SW480 rerep	KB-3-1 tox	WRN inhibitor	ATXN2 expr inh	HT1080 IDH1KD tx
1	CCc1c(C)nc(N)n2c(SCC(=O)Nc3ccccc3)nnc12	4%	7	-1%	?	-4%	-5%	4%	-6%	1%
2	CCCCCN(C(=O)CCC(=O)OCC(=O)N1CCCCC1CC)c1c(N)n(CCCC)c(=O)[nH]c1=O (configuration not stated)	-2%	13	0%	23%	2%	6%	-14%	4%	2%
3	CCC1Nc2ncnc(N3CCOCC3)c2N(Cc2ccc(Br)cc2)C1=O (configuration not stated)	-2%&5%	-3&16	-27%	5%&11%	-4%	0%&0%	2%&-7%	-9%&11%	-1%&7%
4	CCC(C)NC(=O)CSc1nc2ccccc2c(=O)n1Cc1ccc(OC)cc1 (configuration not stated)	8%	-13	3%	2%	-4%	-2%	1%	-7%	?
5	CSc1nc2ccc(NC(=O)c3ccc(Cl)s3)cc2s1	23%	-3	-5%	?	0%	2%	-2%	71%[activator]	19%
6	O=C(Nc1ccc(S(=O)(=O)N2CCOCC2)cc1)c1c(F)cccc1F	0%	8	-4%	-1%	-8%	3%	0%	-1%	0%
7	COc1ccccc1-c1n[nH]c2c1[C@H](C)CC[C@H]2C(C)C	?	13	?	-1%	14%	-10%	-10%	-9%	?
8	COc1ccc(/C=C/c2ccncc2)c2ccccc12	?	12	-1%	-4%	9%	-9%	-5%	-19%	?
9	COc1cccc(OCC(=O)N(C)Cc2nc(-c3cccc(C)c3)no2)c1	-20%	-1	4%	23µM*	-7%	-19%	-3%	-20%	-15%
10	COc1ccc(CC(=O)OCCN(C)C)cc1	20%	3	0%	22%	-8%	3%	12%	5%	24%
11	Cc1ccn2c(=O)cc(C)nc2c1	-1%	22	3%	3%	-2%	15%	-8%	-4%	0%
12	N/C(=N\OC(=O)CSc1ccccc1)c1ccncc1	0%	7	0%	?	14%	17%	18%	50%[activator]	9%
13	O=C(Nc1ccnn1C1CCN(C/C=C/c2ccccc2)CC1)c1ccccc1	0%	?	-6%	·	-6%	·	-7%	2%	2%
14	CCN(CC)S(=O)(=O)N1CCC(C(=O)NC2CCCc3ccccc32)CC1 (configuration not stated)	-3%[9.24 µM]	0	-10%	-15%	-2%	-27%	-2%	0%	2%
15	COc1ccc(NC(=O)Nc2ccccc2C(=O)N2CCCC2)cc1	7%	55	-3%	5%	-6%	-6%	0%	11%	6%
16	Cc1cc(=O)[nH]c(Nc2cccc(Cl)c2C)n1	0%	33	2%	19%	25%	17%	2%[57.1 µM]	-3%	0%
17	CNC(=O)c1ccc(-c2sc3nc(N4CCOCC4)c4c(c3c2N)CC(C)(C)OC4)o1	4%	129	2.9µM*	?	?	-8%	-10%	8%	3%
18	O=C1c2ccccc2NC(c2cccc([N+](=O)[O-])c2)N1O (configuration not stated)	?	19	-1%	-9%	6%	?	-2%	·	-12%
19	COc1ccc(C(=O)N/C(=C\c2cn(S(=O)(=O)N(C)C)c3ccccc23)C(=O)N2CCN(C)CC2)cc1	-3%	-29	2%	0%	1%	7%	-1%	10%	-6%
20	O=C1/C(=C\c2ccc(-c3ccccc3Cl)o2)SC(=S)N1CC1CCCO1 (configuration not stated)	16%	9	-38%[inhibitor]	24%	?	0%	9%	19%	-9%
21	Cc1ccc(OCC(=O)N/N=C/c2cn(Cc3ccccc3)c3ccccc23)cc1	?	15	?	-4%	-95%[inhibitor]	-1%	2%	·	-3%
22	Cc1cccn2c(=O)c3cc(S(=O)(=O)c4ccccc4)c(=N)n(Cc4ccco4)c3nc12	25%	-18	3%	?	?	16%	-10%	6%[11.3 µM]	17%
23	CC(=O)c1ccc(NC(=O)CSc2nnc(-c3ccoc3C)n2Cc2ccccc2)cc1	-5%	-67*	10%	?	17%	10%	1%	0%	-2%
24	CCc1nc2ccc(C(=O)NCCN3CCCC3)cn2c1N(C)Cc1ccc(OC)cc1	?	?	·	3%	·	0%	1%	11%	?
25	Clc1cc(Br)ccc1OCCN1CCOCC1	7%	-14	0%	?	3%	6%	-29%	0%	2%
26	O=C(Nc1ccccc1)c1cc(C2CCCCN2C(=O)c2ccc3c(c2)CCO3)on1 (configuration not stated)	14%	-7	·	-6%	·	0%	-1%	7%	3%
27	O=C(Cn1cccn1)c1ccccc1	15%	7	-2%	-3%	10%	2%	-20%	-4%	25%
28	CC(C)(C)NC(=O)CN(Cc1cccnc1)C(=O)c1csnn1	-9%	1	2%	4%	-21%	5%	4%	·	-15%
29	COc1cccc2cc(C(=O)NCc3ccc(F)cc3)c(=N)oc12	-2%	-25	22%	-3%	-4%	-9%	6%	3%	-2%
30	CCc1nnc(NC(=O)CSc2nnc(-c3ccoc3C)n2-c2ccc(C)cc2)s1	0%	26	-7%	-1%	-1%	?	-2%	3%	4%
31	O=c1cc(N2CCc3ccccc3C2)[nH]c(=O)n1-c1ccc(Cl)cc1	-12%	-24	10%	-32%	2%	-2%	-7%	-19%	-1%
32	Cc1c(CC(=O)NCC(=O)NCC(=O)O)c(=O)oc2cc3c(cc12)CCC(C)(C)O3	-3%	1	3%	-2%	-6%	0%	0%	1%	-1%
33	COCCn1c(C)cc(C(=O)COC(=O)CNC(=O)c2ccccc2)c1C	20%	0	-22%	-9%	-10%	18%	-10%	?	17%
34	CCc1nc2ccc(C(=O)N(C)CC(=O)Nc3ccc(F)c(F)c3F)cc2nc1CC	14%	10	2%	-13%	-30%[inhibitor]	-1%	-29%	3%	?
35	Cc1cc(CNC(=O)C2CCC(=O)N(Cc3cccc(C(F)(F)F)c3)C2)no1 (configuration not stated)	3%	-7	-2%	21%	4%	0%	-25%	7%	-5%
36	CC(C)n1nc(C(=O)Oc2cccc(Cl)c2Cl)c2ccccc2c1=O	-26%	5	?	8%	2%	4%	-12%	?	-25%
37	Fc1ccc(Sc2ccccc2CNC2=NCCN2)cc1	-17%	?	4%	-5%	-8%	?	-18%	-16%	?
38	CCc1ccc(CN(C)C(=O)CCc2nnc(COc3ccccc3)o2)cc1	-2%	-3	7%	-20%	-12%	-16%	0%	·	4%
39	COc1ccc(-c2c[n+]3c(n2-c2ccccc2)SCC3)cc1OC	7%	44	0%	5%	-5%	0%	-5%	-16%	8%
40	O=C(CCCCl)NC1=NN(c2ccccc2)C(=O)C1	0%	0	-11%	-6%	-5%	5%	?	-8%	0%
41	CCC(NS(=O)(=O)c1c(C)[nH]c(=O)[nH]c1=O)C12CC3CC(CC(C3)C1)C2 (configuration not stated)	-16%	6	11%	17%	3%	-1%	-1%	-4%	-15%
42	CC(C)Cn1c(-c2cccs2)nc2nc3ccccc3nc21	-11%	-9	?	-11%	?	?	-6%	5%	-8%
43	Cc1[nH]c(-c2ccc(F)cc2)cc1C(=O)N1CCN(c2ccccc2F)CC1	?	?	?	-21%	-9%	-6%	-7%	-20%	?
44	O=C(CSc1nnc(CNc2ccc(F)cc2)o1)OC1CCCCC1	6%	3	8%	12%	-2%	3%	-4%	-5%	11%
45	O=C(/C=C/c1cccs1)N1CCN(c2ccc(F)cc2)CC1	-5%	-17	7%	?	-2%	-1%	-8%	23%	-4%
46	COC(=O)c1cc(NC(=O)COC(=O)CCc2c[nH]c3ccccc23)cc(C(=O)OC)c1	1%	19	6%	?	-3%	16%	-10%	3%	7%
47	O=C(NCc1ccccc1)C(c1ccc(F)cc1)N(C(=O)c1csnn1)c1ccccc1 (configuration not stated)	-1%	-11	-1%	-14%	-2%	-3%	6%[57.1 µM]	18%	-2%
48	O=C(COC(=O)c1c(F)cccc1Cl)NC1CCCC1	19%	15	-1%	9%	2%	11%	3%	46%[activator]	24%
